# CHX counter = counter-screen for Shiga toxin inhibitors: cycloheximide protein synthesis inhibition. hit rate 12% among 300,000. AID 2314. max response, %. cell reporter, cycloheximide protein synthesis inhibition counterscreen; in the data active = max response mostly above about 13%, no sharp cut-off; inactive = mostly below about 14%; also: read at 38.3 µM for the half of the compounds with a filed dose; 0% is about no effect
# Tb PYK inh = blocks Trypanosoma brucei pyruvate kinase; Potency, µM (doses to about 76.8 µM), inactives show top-dose activity, negative = inhibition, most hits filed as inhibitors; AID 624173; Q57TT1; hit rate 0.12% among 410,000; TbPYK enzyme, Kinase-Glo Plus ATP luminescence, 45 min; also: potency is read from the fitted curve at half-maximal effect; % is scaled to controls: 0 for no effect and ±100 for the full control effect; nearly all actives have a fitted effect of over 50% in size
#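 Screened from lowest to highest concentration, compounds were pinned into TbPYK/substrate mixtures, and ADP (130 uM final) was added. Plates sat at room temperature for 45 min prior to Kinase-Glo Plus detection by luminescence.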
# HCV inh = inhibitors of hepatitis C virus infection; Huh7.5.1 HCVcc-Cre infection, luciferase reporter, 44 h; Potency, µM (doses to about 41.8 µM), for inactives: at the highest dose activity change, negative = inhibition, usual class: inhibitors; hit rate 3.4% among 340,000; AID 651820; also: potency is read from the fitted curve at half-maximal effect; % is scaled to controls: 0 for no effect and ±100 for the full control effect
#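 Cells (1,000/well) were plated 4 h before compound, then infected with HCVcc-Cre virus (~0.5 moi). After 44 h further culture, infection was read as luciferase luminescence following a 15 min substrate incubation at room temperature.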
# Pf growth 48h = P. falciparum growth inhibition at 48 hours (one generation). P. falciparum luciferase growth in erythrocytes, 48 h. Potency, µM (titrated, usually from 28.7 µM), without a hit: at the highest dose activity change, negative = inhibition, actives largely listed as inhibitors. hit rate 5.9% among 310,000; also: potency is read from the fitted curve at half-maximal effect; % is scaled to controls: 0 for no effect and ±100 for the full control effect
#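 Luciferase-expressing parasites in RBCs, 2% Hct / 0.1% parasitemia final; RPMI 1640 + 0.5% Albumax; 37 C, 5% CO2, one generation; luminescence read-out, lower signal = inhibition.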
# LmPK inh = LmPK (Leishmania mexicana) enzyme inhibition; AID 1721; purified LmPK, Kinase-Glo ATP luminescence, 1 h; hit rate 0.37% among 290,000; Potency, µM (doses to about 57.5 µM), without a hit: at the highest dose activity change, negative = inhibition, actives largely listed as inhibitors; Q27686; also: potency is read from the fitted curve at half-maximal effect; % is scaled to controls: 0 for no effect and ±100 for the full control effect
# Target sequence (Q27686 whole entry, looked up): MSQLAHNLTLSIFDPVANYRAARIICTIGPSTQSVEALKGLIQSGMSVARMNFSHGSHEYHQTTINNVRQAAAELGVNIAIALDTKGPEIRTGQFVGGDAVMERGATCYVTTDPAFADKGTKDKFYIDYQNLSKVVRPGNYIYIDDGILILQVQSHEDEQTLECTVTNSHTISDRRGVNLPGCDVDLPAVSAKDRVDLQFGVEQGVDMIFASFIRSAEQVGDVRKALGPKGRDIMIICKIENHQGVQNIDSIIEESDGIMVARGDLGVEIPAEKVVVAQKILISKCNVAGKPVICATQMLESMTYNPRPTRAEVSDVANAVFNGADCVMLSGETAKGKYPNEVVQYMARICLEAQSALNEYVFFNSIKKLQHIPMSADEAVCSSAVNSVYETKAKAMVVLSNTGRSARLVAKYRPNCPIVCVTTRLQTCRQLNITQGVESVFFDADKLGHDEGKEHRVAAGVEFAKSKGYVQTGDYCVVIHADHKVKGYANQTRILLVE
#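 ATP generated from ADP (0.1 mM) and PEP (0.5 mM) by 0.1 nM LmPK over 1 h at room temperature (pH 7.2 imidazole buffer) was detected by coupled luciferase luminescence. Values were normalized to uninhibited and no-enzyme wells.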
# Shiga toxin inh = Shiga toxin inhibition. Vero cells, Shiga toxin protein synthesis inhibition reporter. inhibition, % at 38.7 µM. hit rate 9.2% among 290,000; in the data active = inhibition mostly above about 28%, no sharp cut-off; inactive = mostly below about 43%; also: 0% is about no effect
# Pf growth 96h = P. falciparum growth inhibition at 96 hour, primary screen for plastid delayed-death inhibitors; Potency, µM (doses to about 28.7 µM), for inactives: at the highest dose activity change, negative = inhibition, most hits filed as inhibitors; AID 504834; P. falciparum luciferase reporter growth, 96 h; hit rate 6.9% among 320,000; also: potency is read from the fitted curve at half-maximal effect; % is scaled to controls: 0 for no effect and ±100 for the full control effect
#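 96 h incubation, 37 C, 5% CO2, of luciferase-reporter P. falciparum-infected RBCs (2% hematocrit, 0.05% parasitemia final) with test compounds; endpoint luminescence.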
# The depositor's hits bear a star; u = inconclusive; x = no result given; & = joins results of further samples; [ ] = dose if it differs, or a comment. Unless noted, calls follow the shape of the dose curve; as a rule, active = well fitted curve in the direction sought with a large enough effect; inconclusive = small, poorly fitted or top-dose-only effect, or another doubt; inactive = no such curve, though single readings can be large; an effect the other way counts as inactive or inconclusive.
# Preview (15 entries):
SMILES,CHX counter,Tb PYK inh,HCV inh,Pf growth 48h,LmPK inh,Shiga toxin inh,Pf growth 96h
CCn1c(CCNC(=O)c2cccs2)nnc1SCC(=O)NC1CCCCC1,1,-15%,5%,7%,-8%,-4,x
COc1ccccc1C(C(=O)NCc1ccc(F)cc1)N(C(=O)c1csnn1)C1CC1 (stereo unspecified),-3,-2%,9%,-20%,10%,-7,-3%
CC(C)=O,x,7%,x,-4%,x,x,8%
CCCCC(CC)C(=O)Nc1ccc(S(=O)(=O)N2CCCC2)cc1 (stereo unspecified),-1,-3%,u,-11%,6%,-16,u
Cc1ccc(SCC2(O)CCN(S(=O)(=O)c3ccc(Cl)cc3)CC2)cc1,-2,-2%,u,u,5%,15,-30%
CCSc1nc2ccccc2n1Cc1nc(N)nc(N(C)C)n1,17,-5%,-7%,u,0%,-13,x
CCCC(=O)Nc1cc2c(cc1C(=O)c1ccccc1)OCCO2,1,-12%,u,u,1%,23,x
COc1ccc(OCC(=O)OCC(=O)Nc2ccc3[nH]c(=O)[nH]c3c2)cc1,x,5%,10%,5%,x,x,5%
CC1CCc2nc3ccc(S(=O)(=O)N4CCC(C(=O)N5CCCCCC5)CC4)cc3c(C(=O)O)c2C1 (stereo unspecified),-1,3%,34%[activator],5%,0%,-8,-25%
Cc1ccc(C)c(N(CC(=O)NC2CCCC2)C(=O)c2csnn2)c1,0,5%,6%,-5%,5%,-5,38%[activator]
CC(=O)N1CCN(c2ccc(NC(=O)c3cc4ccccc4o3)cc2)CC1,22,1%,u,u,-6%,20,u
CSCCC(NC(=O)c1ccco1)C(=O)N1CCCCCCC1 (stereo unspecified),x,-1%,8%,-14%,x,x,7%
COCCN1CCN(C(=O)c2ccc3nc(Cc4ccc(OC)c(OC)c4)oc3c2)CC1,10,-11%,u,-24%,-8%,14,u
O=C(CSc1nnc2ccccn12)Nc1ccc(S(=O)(=O)N2CCOCC2)cc1,1,-8%,16%,-2%,-2%,-15,1%
O=C(NCC1CCCO1)c1ccc(S(=O)(=O)Nc2ccccc2F)cc1 (stereo unspecified),x,1%,-4%,u,x,x,3%

# Main list, from the first entry:
SMILES,CHX counter,Tb PYK inh,HCV inh,Pf growth 48h,LmPK inh,Shiga toxin inh,Pf growth 96h
CCn1c(CCNC(=O)c2cccs2)nnc1SCC(=O)NC1CCCCC1,1,-15%,5%,7%,-8%,-4,x
COc1ccccc1C(C(=O)NCc1ccc(F)cc1)N(C(=O)c1csnn1)C1CC1 (stereo unspecified),-3,-2%,9%,-20%,10%,-7,-3%
CC(C)=O,x,7%,x,-4%,x,x,8%
CCCCC(CC)C(=O)Nc1ccc(S(=O)(=O)N2CCCC2)cc1 (stereo unspecified),-1,-3%,u,-11%,6%,-16,u
Cc1ccc(SCC2(O)CCN(S(=O)(=O)c3ccc(Cl)cc3)CC2)cc1,-2,-2%,u,u,5%,15,-30%
CCSc1nc2ccccc2n1Cc1nc(N)nc(N(C)C)n1,17,-5%,-7%,u,0%,-13,x
CCCC(=O)Nc1cc2c(cc1C(=O)c1ccccc1)OCCO2,1,-12%,u,u,1%,23,x
COc1ccc(OCC(=O)OCC(=O)Nc2ccc3[nH]c(=O)[nH]c3c2)cc1,x,5%,10%,5%,x,x,5%
CC1CCc2nc3ccc(S(=O)(=O)N4CCC(C(=O)N5CCCCCC5)CC4)cc3c(C(=O)O)c2C1 (stereo unspecified),-1,3%,34%[activator],5%,0%,-8,-25%
Cc1ccc(C)c(N(CC(=O)NC2CCCC2)C(=O)c2csnn2)c1,0,5%,6%,-5%,5%,-5,38%[activator]
CC(=O)N1CCN(c2ccc(NC(=O)c3cc4ccccc4o3)cc2)CC1,22,1%,u,u,-6%,20,u
CSCCC(NC(=O)c1ccco1)C(=O)N1CCCCCCC1 (stereo unspecified),x,-1%,8%,-14%,x,x,7%
COCCN1CCN(C(=O)c2ccc3nc(Cc4ccc(OC)c(OC)c4)oc3c2)CC1,10,-11%,u,-24%,-8%,14,u
O=C(CSc1nnc2ccccn12)Nc1ccc(S(=O)(=O)N2CCOCC2)cc1,1,-8%,16%,-2%,-2%,-15,1%
O=C(NCC1CCCO1)c1ccc(S(=O)(=O)Nc2ccccc2F)cc1 (stereo unspecified),x,1%,-4%,u,x,x,3%
COc1ccc(C)cc1Nc1n[n+](-c2ccccc2)c(-c2cc(OC)c(OC)cc2Br)s1,-2,-10%,-28%,u,2%,-7,9.3µM*
O=C(Oc1ccc[nH]c1=O)c1cccc(Cl)c1,-1,2%,-1%,2%,4%,-10,25%
COc1ccccc1CN=C1NC(=O)C(CC(=O)Nc2ccc(C(C)=O)cc2)S1 (stereo unspecified),3,-4%,11%,-18%,9%,8,5%
O=C(CNc1cccc(S(=O)(=O)N2CCCC2)c1)Nc1cccc(F)c1,x,-3%,-7%,3.7µM*,x,x,10µM*
Cc1ccc(CNC(=O)C(N=C2NS(=O)(=O)c3ccccc32)C(C)C)cc1 (stereo unspecified),x,-1%,-29%,29%,x,x,-22%
CC(C)NC(=O)c1nn2c(C(F)(F)F)cc(-c3ccco3)nc2c1Cl,-2,27%,-16%,7%,-5%,-17,u
CCSc1nsc(NC(=O)Nc2ccc(F)cc2F)n1,59*,0%,u,-1%,-3%,87*,-19%
O=C(NCc1ccccc1)N1CCC(Cc2ccccc2)CC1,-4,2%,-16%,-11%,-4%,-9,251%[activator]
Cc1ccccc1NC(=O)CSc1nc(Nc2ccccc2)nc(N2CCOCC2)n1,-3,2%,u,u,1%,-11,x
COc1cccc(N(C(=O)c2snc(C(N)=O)c2N)C(C(=O)NCc2ccccc2)c2ccc(O)cc2)c1 (stereo unspecified),-1,-6%,u,u,-4%,-2,-27%
O=C(N/N=C/c1c[nH]c2ccccc12)c1cc(-c2ccc(-c3ccccc3)cc2)n[nH]1,35*,-8%,-26%,u,-1%,54*,192%[activator]
O=C(CCS(=O)NCc1ccccc1)NCc1ccccc1 (stereo unspecified),5,x,x,19%,5%,13,16%
CC(C)c1csc(CN2CCC(CO)(Cc3cccc(F)c3)CC2)n1,8,-2%,-18%,u,3%,8,u
Cc1cc2nnc(SC(C)C)n2c2ccccc12,-3,-7%,-13%,25%,2%,-2,u
CCn1ncc(Br)c1C(=O)Nc1cc(C)cc(C)c1,-1,1%,-11%,21%,7%,4,7%
Cc1cc(C)c(NC(=O)C2CCCN(S(=O)(=O)c3c(C)noc3/C=C/N(C)C)C2)c(C)c1 (stereo unspecified),-1,6%,4%,u,11%,1,13µM*
Cc1ccc(C)c(OCCCC(=O)N2CCOCC2)c1,27*,-20%,12%,46%[activator],1%,44*,28%
CCOC(=O)C1=C(C)N=c2s/c(=C\c3ccc(O)c([N+](=O)[O-])c3)c(=O)n2C1c1ccccc1OC (stereo unspecified),2,-1%,4%,u,-10%,-3,-95%
Cc1ccc(Nc2nnc(SCC(=O)N(C)C3CCS(=O)(=O)C3)s2)cc1 (stereo unspecified),2,-3%,5%,u,2%,21,u
CCN(CC)CCN=Cc1c(O)n(C2CCCCCC2)c(=O)[nH]c1=O,-1,-9%,-3%,9%,5%,42,x
CCc1c(C#N)c(N)nc(SCC(=O)OCc2ccccc2)c1C#N,-7,-3%,4%,9.3µM*,1%,-49,u

# Random excerpt: 2 entries already listed, in no set order.
SMILES,CHX counter,Tb PYK inh,HCV inh,Pf growth 48h,LmPK inh,Shiga toxin inh,Pf growth 96h
O=C(CCS(=O)NCc1ccccc1)NCc1ccccc1 (stereo unspecified),5,x,x,19%,5%,13,16%
CCOC(=O)C1=C(C)N=c2s/c(=C\c3ccc(O)c([N+](=O)[O-])c3)c(=O)n2C1c1ccccc1OC (stereo unspecified),2,-1%,4%,u,-10%,-3,-95%

# (listing goes on)
SMILES,CHX counter,Tb PYK inh,HCV inh,Pf growth 48h,LmPK inh,Shiga toxin inh,Pf growth 96h
CCOc1ccc(C(=O)CCC(=O)NC2=NCCS2)cc1,x,2%,5%,-20%,x,x,u
O=C(Cn1nnc2ccccc21)N/N=C\c1cccs1,5,-1%,18%,26%,1%,-8,88%[activator]
COc1ccc2[nH]c3c(c2c1)CCN[C@H]3C,-5,-2%,-6%,-12%[0.00184 µM],-2%,-3,u
COc1cc2[nH]c(=S)n(NC(=O)c3ccccc3)c(=O)c2cc1OC,-2,-3%,19%,5%,-2%,18,x
COc1ccc(S(=O)(=O)Nc2ccc3c(c2)OCCO3)cc1Cl,5,1%,11µM*,10%,12%,11,x
Cc1cc(C)n2nc(S(=O)(=O)NCCc3ccccc3)nc2n1,5,-1%,10%,x,13%,-8,u
Cc1cccc(/C=N/NC(=O)NC2CCCCC2)c1,39*,2%,u,20%,0%,69*,u
N#CC(C(=O)c1ccccc1Cl)=C1SCCCS1,-2,-3%,26%,41%[activator],1%,10,5%
COc1cc(OC)c(NC2=CC(=O)C(=O)c3ccccc32)cc1Cl,10,-2%,5µM*,0.33µM*,-1%,4,53%[activator]
COc1ccc(S(=O)(=O)NCc2ccco2)cc1-c1nnc2c3ccccc3c(C)nn12,40*,4%,-2%&-17%,12µM*,-5%,43,u
CC1(C)CC(=O)C2=C(C1)N1C(=C(C#N)C2c2ccc(Cl)cc2)N=C(N)c2ccccc21 (stereo unspecified),-3,-3%,8.9µM*,u,-1%,-13,13µM*
CCCn1c(=S)[nH]c2cc(C(=O)N3CCc4ccccc4C3)ccc2c1=O,-7,-1%,-10%,11%,4%[11.5 µM],-15,-8%
CC(C)(C)c1ccc(-c2noc(CCC(=O)NCC3CCCO3)n2)cc1 (stereo unspecified),43*,-7%,u,x,12%,55,307%[activator]
O=C(Nc1ccc(-c2nc3ccccc3[nH]2)cc1)c1ccccc1NS(=O)(=O)c1ccc(F)cc1,12,9%,-8%,37%[activator],1%,20,8%
COc1ccc(OC)c2c1sc(=NC(=O)C1CCCCC1)n2C,-2,1%,13%,21%,9%,23,-5%
CCOC(=O)[C@@H]1[C@H]2COc3ccccc3[C@H]2N2C(=O)N(c3cccc(F)c3)C(=O)[C@]12C,-1,-3%,13%,0%,-1%,13,u
O=C(OCc1ccc(Cl)c(Cl)c1)c1cnccn1,-2,-5%,8%,x,-13%,-3,-5%

# Compounds were not picked by outcome; overall some 24% were active at least once.
